Bioassay records deposited in PubChem BioAssay by Sanford-Burnham Center for Chemical Genomics.
hIAP inh – human IAP inhibition; purified IAP, CDP-Star luminescence, 30 min; inhibition, % at 10 µM; 0.12% of 330,000 active;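 active = inhibition reaching a set limit with compound at 10 µM in the primary screen, cut at about 35% in these data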;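 note: plate controls were DMSO wells with enzyme for no effect and no-enzyme buffer wells for full effect; values of inactives mirror those of a sister screen read the other way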
Target sequence (P09923 whole entry, looked up): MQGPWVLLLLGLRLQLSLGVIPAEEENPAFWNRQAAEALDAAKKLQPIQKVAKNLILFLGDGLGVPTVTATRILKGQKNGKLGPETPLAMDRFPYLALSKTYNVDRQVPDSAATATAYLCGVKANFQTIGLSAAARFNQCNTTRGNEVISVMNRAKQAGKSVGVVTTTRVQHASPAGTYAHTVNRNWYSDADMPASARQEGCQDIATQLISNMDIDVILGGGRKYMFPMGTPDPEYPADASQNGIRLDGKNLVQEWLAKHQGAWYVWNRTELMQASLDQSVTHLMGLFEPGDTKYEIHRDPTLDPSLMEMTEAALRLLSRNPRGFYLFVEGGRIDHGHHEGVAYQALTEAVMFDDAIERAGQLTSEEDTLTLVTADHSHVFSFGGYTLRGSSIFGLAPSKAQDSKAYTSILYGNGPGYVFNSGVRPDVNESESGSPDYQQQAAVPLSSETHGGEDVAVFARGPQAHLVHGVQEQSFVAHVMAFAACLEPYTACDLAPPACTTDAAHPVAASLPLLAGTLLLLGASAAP
beta cell repl – MIN6 beta-cell proliferation induction | MIN6 cells proliferation, ATPlite luminescence, 48 h; cells starved in 0.2% serum; 100% = growth in 10% serum | proliferation, % at 10 µM | 0.29% of 330,000 active | AID 2380;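 active = compounds whose signal lies at least 3.5 SD above the mean of all wells on their plate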;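 note: 0% = DMSO-treated cells in low-serum medium and 100% = 10% serum control; some compounds called inactive have numbers as strong as hits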
NALP3 yeast inh – inhibitors of NALP3 inflammasome in yeast | 0.39% of 330,000 active | Yeast reconstituted NLRP3/ASC/caspase-1, beta-gal luminescence, 24 h | inhibition, % at 10 µM;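 active = inhibition of 50% or more; inactive = inhibition below 50%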;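 note: plate controls were induced DMSO wells for no effect and uninduced yeast grown without galactose for full effect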
hIAP act – human IAP activation. purified human IAP, CDP-Star luminescence, 30 min; hits give high values; 1 = vehicle-only enzyme, 0 = enzyme-free background. activation factor at 10 µM. 0.16% of 330,000 active;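 active = activation factor of the enzyme at least 2-fold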; note: the source names both 10 and 20 µM as test concentration; values of inactives mirror those of a sister screen read the other way
APOBEC3G inh – inhibitors of human APOBEC3G DNA deaminase; Q9HC16; recombinant A3G, ssDNA deamination FAM/TAMRA fluorescence; inhibition, % at 20 µM; 0.28% of 330,000 active; AID 493012;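 active = inhibition of at least 40% at 20 µM, with no more than 30% in the related APOBEC3A deaminase screen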;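 note: plate controls were DMSO wells with A3G for no effect and wells lacking A3G enzyme for full effect; some compounds called inactive have numbers as strong as hits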
mIAP block – mouse IAP inhibition; purified mouse IAP, CDP-Star luminescence, 30 min; inhibition, % at 10 µM; 0.2% of 330,000 active; AID 2806;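 active = inhibition of at least 40% at 10 µM in the primary screen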;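 note: plate controls were DMSO with enzyme for no effect and no enzyme wells for full effect; values of inactives mirror those of a sister screen read the other way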
APOBEC3A inh – inhibitors of human APOBEC3A DNA deaminase; 0.41% of 330,000 active; inhibition, % at 20 µM; recombinant A3A, FAM/TAMRA ssDNA deamination fluorescence; P31941;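 active = at least 40% inhibition at 20 µM here, with at most 30% in a related deaminase screen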;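 note: plate controls were A3A with DMSO for no effect and wells lacking A3A enzyme for full effect; some results filed as inactive read as strong as hits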
Target sequence (P31941 whole entry, looked up): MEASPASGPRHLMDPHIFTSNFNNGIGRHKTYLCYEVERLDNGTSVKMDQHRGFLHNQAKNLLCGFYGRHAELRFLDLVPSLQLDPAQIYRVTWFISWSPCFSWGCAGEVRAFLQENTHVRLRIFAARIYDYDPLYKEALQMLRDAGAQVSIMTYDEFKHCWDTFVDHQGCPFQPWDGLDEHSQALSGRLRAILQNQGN
SENP1 inh – inhibitors of human SENP1 SUMO protease catalytic domain; recombinant SENP1 catalytic domain, CyPet-SUMO1-YPet FRET cleavage; inhibition, % at 10 µM; AID 624204; Q9P0U3; 0.21% of 360,000 active;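 active = inhibition at least 30% at 10 µM, raw YFP signal under a set limit, fluorescence ratio 0.5 to 1.5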;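 note: 0% = enzyme with DMSO and 100% = no enzyme wells; some results filed as inactive read as strong as hits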
Target sequence (Q9P0U3 419-644 limits assumed): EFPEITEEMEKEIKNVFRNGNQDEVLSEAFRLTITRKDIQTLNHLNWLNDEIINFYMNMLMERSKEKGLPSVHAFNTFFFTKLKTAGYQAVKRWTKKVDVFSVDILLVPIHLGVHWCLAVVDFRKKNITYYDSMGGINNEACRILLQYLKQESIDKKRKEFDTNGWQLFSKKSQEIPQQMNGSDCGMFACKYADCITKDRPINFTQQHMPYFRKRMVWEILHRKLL
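Test system: recombinant human SENP1 catalytic domain, His6-tagged / Medium: pH 8 Tris buffer with EDTA, NaCl, BME, BSA, NP40, catalase / Also added: SUMO1 FRET substrate flanked by Cypet and Ypet, 25 nM / Times: 50 min reaction at room temperature / Signal: FRET, CFP and YFP emission / Control set: no-enzyme low control and enzyme-plus-DMSO high control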
mIAP act – increases mouse intestinal alkaline phosphatase activity; muIAP, CDP-Star luminescence, 30 min; hits give high values; 1 = vehicle-only enzyme signal, 0 = enzyme-free wells; activation factor at 10 µM; 0.24% of 330,000 active; AID 2805;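 active = activation factor of at least 2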; note: the source names both 10 and 20 µM as test concentration; values of inactives mirror those of a sister screen read the other way
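System: mouse IAP enzyme. Reagent: CDP-Star chemiluminescent phosphatase substrate. Benchmarks: DMSO wells, no-enzyme wells. Times: 30 min enzyme-substrate-compound incubation at room temperature. Detection: luminescence from enzymatic CDP-Star hydrolysis. Doses: test compounds delivered from DMSO solution.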
* = called active by the depositor; · = not tested or not shown. These rows are one share of the data; rates above refer to the full screens.

SMILES	hIAP inh	beta cell repl	NALP3 yeast inh	hIAP act	APOBEC3G inh	mIAP block	APOBEC3A inh	SENP1 inh	mIAP act
CCCc1nc(N)c(C#N)c(N)c1C#N	9	2	-10	0.91	-3	6	-2	-2	0.94
CCCCN(CC)C(=O)C1CCC(CNS(=O)(=O)c2cccc3nsnc23)CC1 (stereo not given)	-18	-4	8	1.2	-8	-2	-7	1	1
O=C(Cn1nc(CNc2ccc(Cl)cc2)[n+]2c1CCCCC2)c1ccc(Br)cc1	-4	0	3	1	-9	0	-1	1	1
O=C1CCCC2=C1C(c1ccccc1)CC(=O)N2c1ccc(F)cc1F (stereo not given)	-4	0	-7	1	-4	-3	3	-1	1
CCN(C(=O)CN1C(=O)NC(c2ccccc2)(c2ccccc2)C1=O)c1ccccc1	0	-1	-3	1	-8	-5	-3	-1	1
COc1ncccc1-c1nnn(-c2ccc(C)cc2)n1	2	-4	-6	0.98	-7	-11	-2	2	1.1
COc1cc(C2C(C#N)=C(N)Oc3cc4c(cc32)OCO4)cc(OC)c1OC (stereo not given)	1	-5	18	0.99	-11	5	2	-91	0.95
CCCCC[C@@H]1C=C(C(=O)O)[C@H](c2ccc(Br)cc2)N1S(=O)(=O)c1ccc(C)cc1	-7	-5	-9	1.1	-5	20	-3	-1	0.8
CCc1cc(C(=O)c2ccc(OC)cc2)c(NC(=O)CCC(=O)O)s1	-12	2	9	1.1	0	-6	5	1	1.1
COC(=O)c1cc(C(=O)OC)n(Cc2ccc(Cl)cc2Cl)n1	19	0	34	0.81	-4	2	3	0	0.98
CCS(CC)=NS(=O)(=O)c1ccc(NC(C)=O)cc1	1	-1	3	0.99	-6	10	-3	-1	0.9
O=C(CN1C(=O)C2C3C=CC(C3)C2C1=O)Nc1ccc(S(=O)(=O)N2CCCCC2)cc1 (stereo not given)	6	-1	5	0.94	-5	-2	-1	2	1
Cc1nn(C)c(C)c1NC(=O)c1cc2nc(-c3ccco3)cc(C(F)(F)F)n2n1	-4	-1	13	1	-1	8	0	-34	0.92
O=C(N[C@H](Cc1cc(=O)[nH]c2ccccc12)C(=O)O)c1ccc(Cl)cc1	6	-1	9	0.94	-8	10	-1	4	0.9
O=C(/C=C/c1ccccc1)Nc1ncn[nH]1	-24	1	21	1.2	-6	-2	-3	4	1
CCn1c(SCC(=O)n2c(C)c(C)c3ccccc32)nnc1-c1ccco1	3	-2	-2	0.97	-3	6	1	2	0.94
COc1ccc(C(=O)N2CCN(CCNC(=O)C(=O)Nc3ccc(F)cc3)CC2)cc1OC	16	0	10	0.84	-4	-1	-4	5	1
O=[N+]([O-])c1ccc(N2CCN(S(=O)(=O)c3cnc[nH]3)CC2)cc1	13	3	7	0.87	-5	4	-3	2	0.96
O=C(c1ccccc1)N1CCOC12CCN(c1ncc(C(F)(F)F)cc1Cl)CC2	2	-4	12	0.98	4	8	0	0	0.92
CCCCNC(=O)c1ccc2c(c1)ncn2C1CCCCC1	-6	-4	-2	1.1	-4	-1	2	0	1
CC(=O)C1=C(C)N(CC2CC2)C(=O)N[C@H]1c1ccc(Br)cc1	-2	2	-5	1	-10	-3	-3	1	1
CC(=O)c1cccc(S(=O)(=O)N2CCC(C(=O)NC3CCCC3)CC2)c1	-4	0	12	1	5	0	6	2	1
CN(C)CCCCCCCCCCC(=O)/C=N/O	8	-3	5	0.92	-4	3	-3	1	0.97
CCOc1ccc2[nH]c(O)c(NC(C)=O)c2c1	2	0	18	0.98	12	0	1	1	1

The last three records of the part before lead into the next:
SMILES	hIAP inh	beta cell repl	NALP3 yeast inh	hIAP act	APOBEC3G inh	mIAP block	APOBEC3A inh	SENP1 inh	mIAP act
CC(=O)c1cccc(S(=O)(=O)N2CCC(C(=O)NC3CCCC3)CC2)c1	-4	0	12	1	5	0	6	2	1
CN(C)CCCCCCCCCCC(=O)/C=N/O	8	-3	5	0.92	-4	3	-3	1	0.97
CCOc1ccc2[nH]c(O)c(NC(C)=O)c2c1	2	0	18	0.98	12	0	1	1	1
O=C(Nc1ccccc1)c1ccc(S(=O)(=O)N2CCC(C(=O)O)CC2)cc1	-26	1	10	1.3	-2	-2	5	2	1
Cc1cccc(C)c1NC(=O)C(NC(=O)CN1C(=O)c2ccccc2C1=O)c1ccccc1 (stereo not given)	-4	0	-1	1	-6	8	-2	0	0.92
CN(CC(=O)Nc1cc(S(=O)(=O)N2CCCC2)ccc1Cl)Cc1ccc2c(c1)OCO2	-18	-3	29	1.2	-1	-2	0	3	1
O=C(Nc1ccc(Br)c(C(F)(F)F)c1)c1ccccc1	-5	0	-1	1	-3	2	-1	2	0.98
O=C1C=CC2C(c3ccc4c(c3)OCO4)CC1N2Cc1ccccc1 (stereo not given)	17	-5	29	0.83	-6	7	-1	-10	0.93
Cc1ccccc1OCC(=O)Nc1nc(C)c(C(=O)N(C)C)s1	-20	0	-1	1.2	-4	-1	-2	-2	1
CCCCn1c(SCC(=O)Nc2cc(NC(=O)c3ccco3)ccc2C)nc2ccccc2c1=O	2	-1	-7	0.97	4	-8	5	1	1.1
COc1ccc(N(CC(=O)Nc2cc(Cl)ccc2OC)C2=NC3CS(=O)(=O)CC3S2)cc1 (stereo not given)	11	-6	16	0.89	-6	15	-8	0	0.85
COc1cccc(N2C(=O)C3CC=C(Cl)CC3C2=O)c1 (stereo not given)	8	0	22	0.92	-3	1	3	-29	0.99
O=C(NNC(=S)NC1CCCCC1)c1ccccc1Br	-101	1	15	2*	-7	-3	-9	1	1
O=C(Cc1c(O)c2ccccc2[nH]c1=O)NCc1ccc(F)cc1	-20	-2	4	1.2	2	1	-1	1	0.99
COc1ccc(/C=C2\SC(=O)N(CC(=O)Nc3ccc(F)cc3)C2=O)cc1O	-6	-3	23	1.1	21	6	-2	-8	0.94
COc1cccc(C(c2sc3nc(C)nn3c2O)N2CCC3(CC2)OCCO3)c1 (stereo not given)	-7	-1	22	1.1	-5	-8	-4	3	1.1
O=C(c1ccccc1SCc1ccc(F)cc1)N1CCOCC1	-3	-4	5	1	-2	-4	3	1	1
COc1ccc(CNc2ncc(-c3ccc(F)cc3)n2C)c2ccccc12	-8	-5	26	1.1	-8	-2	-5	1	1
O=C(NC12CC3CC(CC(C3)C1)C2)c1ccco1	-22	4	22	1.2	-6	-2	5	0	1
CC(C)(C)C(=O)Nc1nnc(SCC(=O)NC2CCCCC2)s1	11	2	7	0.89	-5	3	1	1	0.97
Cc1cc(C)n(CC(=O)NNC(=O)COc2ccc(Cl)cc2Cl)n1	-76	2	13	1.8	-7	-2	-5	1	1
CCN1C(=O)C(O)(CC(=O)c2ccccn2)c2ccccc21 (stereo not given)	8	-1	-15	0.92	-1	6	-1	3	0.94
Cc1cc(C)nc(N(C#N)Cc2cccc([N+](=O)[O-])c2)n1	14	-1	4	0.85	-5	-2	-1	0	1
O=C(COc1ccccc1)N1c2ccccc2Sc2ccccc21	-3	-1	-21	1	-8	-5	-6	1	1
Cc1nc2ccccc2nc(C)c1=NOCc1cccc(F)c1	-3	-2	38	1	-1	3	3	-2	0.97
Cc1c(F)cccc1NC(=O)CCC(=O)O	-9	3	-1	1.1	-3	-3	-2	1	1
Cc1ccccc1-c1cc(-c2ccccc2O)n[nH]1	-51	-4	7	1.5	-3	-2	-3	0	1
Cc1sc(NC(=O)C2CSC3(C)CCC(=O)N23)nc1-c1ccccc1 (stereo not given)	-5	3	8	1.1	-9	7	-4	-5	0.93
S=C(Nc1ccc(Cl)cc1)c1nc2ccccc2[nH]1	-12	0	9	1.1	-6	-4	-3	3	1
O=C(NCc1ccccc1)/C(=C/c1ccco1)NC(=O)c1ccco1	-17	-3	6	1.2	-3	0	-3	-4	1
O=C1CC(c2ccc(Cl)cc2)n2nc(N3C(=O)c4ccccc4C3=O)nc2N1 (stereo not given)	-11	2	-6	1.1	-7	5	-17	1	0.95
COC(=O)[C@]1(C)N[C@H](c2ccc(-c3ccc(OC)cc3)cc2)[C@@H]2C(=O)N(C)C(=O)[C@@H]21	-8	-3	1	1.1	1	6	2	-1	0.94
O=C(c1cc(Br)c[nH]1)N1CCCCC1	4	-2	8	0.96	-11	-3	-6	1	1
COc1ccc(/C=C2\SC(=Nc3ccccc3)NC2=O)cc1	-22	-3	13	1.2	-2	-8	-1	·	1.1
C=CCNC(=O)c1c(CSc2ccc(F)cc2)noc1C(=O)NCCC	-5	-1	21	1.1	-6	7	-4	-3	0.93
COc1ccc(S(=O)(=O)NC(N)=NCCc2ccc(OC)c(OC)c2)cc1	-26	-3	15	1.3	0	-4	3	·	1
COc1ccc2c(CC(=O)N3CCc4ccccc43)coc2c1	-15	-1	41	1.1	-5	7	-5	-6	0.93
COc1cccc(C(=O)NCc2n[nH]c(=S)n2-c2cccc(C)c2)c1	-1	0	21	1	47*	9	0	1	0.91
O=C(CN1C(=O)C(=O)N(Cc2ccccc2)C1=O)Nc1ccc(F)c(Cl)c1	-6	-2	19	1.1	-2	-5	-3	2	1.1
CCOC(=O)C1CN(S(=O)(=O)c2ccc(OC)cc2)c2cc(CC(=O)OC)ccc2O1 (stereo not given)	-7	0	14	1.1	-10	-9	-6	0	1.1
Cc1[nH]c(C)c(S(=O)(=O)N2CCc3ccccc32)c1C(=O)N1CCCCC1	-16	-2	13	1.2	2	-3	0	1	1
CCN(CC(=O)Nc1ccc(NC(C)=O)cc1)CC(=O)Nc1ccc(F)c(Cl)c1	-6	2	-14	1.1	-5	-10	0	-1	1.1
Cc1c(C(=O)N2CCN(c3ccc([N+](=O)[O-])cc3)CC2)oc2ccccc12	10	1	28	0.9	-7	15	-6	-9	0.85
O=C(CCCCl)NC(=S)Nc1ccc(N2CCOCC2)cc1	11	-3	8	0.89	3	11	1	0	0.89
COCC(=O)Nc1ccc([N+](=O)[O-])cc1OC	-3	0	6	1	-1	-9	1	1	1.1
O=C(NCCO)c1cc([N+](=O)[O-])cc2c1C=Cc1ccccc1O2	-6	-2	21	1.1	-8	-4	-8	3	1
CCCCn1c(=S)[nH]c2ccccc2c1=O	-10	0	12	1.1	-6	6	-2	1	0.94
CCS(=O)(=O)c1ccc2c(c1)N(S(=O)(=O)c1ccc(C)cc1)CC(C(=O)O)O2 (stereo not given)	-7	-1	9	1.1	-3	7	2	1	0.93
O=C(c1ccccc1S(=O)(=O)NCc1ccccc1)N1CCCC1	15	0	9	0.85	-4	-1	0	1	1
CCOCCCN(C)C1CCN(C(=O)c2oc3ccccc3c2NC(=O)COc2cccc(C)c2)CC1	3	2	20	0.97	-9	5	-4	-2	0.95
Cc1c(C(=O)N2CCc3ccccc3C2)oc2ccc(S(=O)(=O)N3CC(C)CC(C)C3)cc12 (stereo not given)	19	-4	6	0.81	-2	3	1	-1	0.97
COC(=O)c1ccccc1NC(=O)c1nc2nc(C)cc(C)n2n1	1	-1	6	0.99	-4	-2	4	-3	1
